# Screening results from PubChem BioAssay.
# HKDC1 inhibitor – inhibitors of human hexokinase HKDC1. recombinant HKDC1, G6PDH/diaphorase resazurin coupled fluorescence. inhibition, % at 20 µM. 340,000 tested, 0.16% active;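 active = inhibition above about 35% when tested at 20 µM, limit read from the data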;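 also: plate controls were DMSO wells with enzyme for no effect and DMSO wells lacking enzyme for full effect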
#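 Test system: recombinant HKDC1 (HK5) hexokinase enzyme, produced in-house; Amount: enzyme 5 µg/mL final; Buffer or medium: Tris pH 8.0 buffer with MgCl2, Tween-20, BSA, BME; Reagent: glucose and ATP substrates; Doses: 20 µM test compound, 1% DMSO; Incubation: 90 min reaction incubation at room temperature, dark; Detection: resorufin fluorescence at 613 nm.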
# Apaf-1 inh – blocks human Apaf-1 apoptosome activity; reconstituted apoptosome caspase-3 activity, DEVD-Rh110 fluorescence; 330,000 tested, 0.71% active; inhibition, % at 20 µM; O14727; AID 489030; active = inhibition of at least 40% at 20 µM;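 also: plate controls were DMSO wells for no effect and DEVD-CHO caspase inhibitor wells for full effect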
#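 Assay system – apoptosome proteins · Medium – Hepes buffer, pH 7.5 · Also added – cytochrome c with DEVD-Rh110 · Timing – 30 min compound preincubation, 50 min activation, room temperature · Detection – Rh110 fluorescence, excitation 480 nm, emission 540 nm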
# PfG6PD inh – PfG6PD (Plasmodium falciparum) enzyme inhibition | PfGluPho enzyme, NADPH resazurin-diaphorase fluorescence | inhibition, % at 20 µM | 350,000 tested, 0.78% active | AID 504690;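 active = inhibition reaching at least a set limit at 20 µM in the primary screen, cut at about 59% in these data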;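 also: 0% = DMSO wells with substrate and 100% = DMSO wells lacking glucose-6-phosphate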
# SENP8 block-1 – SENP8 (human) protease inhibition; Q96LD8; recombinant SENP8, Nedd8 substrate fluorescence; inhibition, % at 20 µM; 360,000 tested, 0.64% active; AID 602440; in the data active = inhibition mostly above about 40%, no sharp cut-off; inactive = mostly below about 27%
# Target sequence (Q96LD8 whole entry, looked up): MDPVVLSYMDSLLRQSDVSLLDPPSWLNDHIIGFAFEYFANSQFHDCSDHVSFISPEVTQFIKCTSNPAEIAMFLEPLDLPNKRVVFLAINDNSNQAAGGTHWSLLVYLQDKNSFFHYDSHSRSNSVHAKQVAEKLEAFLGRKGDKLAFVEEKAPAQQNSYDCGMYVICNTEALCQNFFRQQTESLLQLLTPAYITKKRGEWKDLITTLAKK
# SENP1 FRET inh – blocks the human SENP1 SUMO protease catalytic domain | recombinant SENP1 catalytic domain, CyPet-SUMO1-YPet FRET cleavage | inhibition, % at 10 µM | 360,000 tested, 0.21% active;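 active = inhibition at least 30% at 10 µM, raw YFP signal under a set limit, fluorescence ratio 0.5 to 1.5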;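 also: 0% = enzyme with DMSO and 100% = no enzyme wells; some results filed as inactive read as strong as hits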
# Target sequence (Q9P0U3 419-644 limits assumed): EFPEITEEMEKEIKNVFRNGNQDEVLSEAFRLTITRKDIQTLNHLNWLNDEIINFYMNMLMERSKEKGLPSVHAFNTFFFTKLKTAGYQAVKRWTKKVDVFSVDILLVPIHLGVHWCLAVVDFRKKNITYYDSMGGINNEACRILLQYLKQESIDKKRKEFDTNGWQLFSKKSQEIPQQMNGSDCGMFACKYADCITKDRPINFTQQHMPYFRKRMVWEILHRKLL
#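 Test system: recombinant human SENP1 catalytic domain, His6-tagged / Medium: pH 8 Tris buffer with EDTA, NaCl, BME, BSA, NP40, catalase / Also added: SUMO1 FRET substrate flanked by Cypet and Ypet, 25 nM / Times: 50 min reaction at room temperature / Signal: FRET, CFP and YFP emission / Control set: no-enzyme low control and enzyme-plus-DMSO high control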
# SENP6 inh – blocks the human protease SENP6. inhibition, % at 10 µM. Recombinant SENP6 catalytic domain, aminoluciferin luminescence. AID 2599. Q9GZR1. 330,000 tested, 1.8% active;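 active = inhibition above about 50% at the single tested dose, limit read from the data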;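 also: plate controls were DMSO wells with enzyme for no effect and DMSO wells lacking enzyme for full effect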
# Target sequence (Q9GZR1 628-1112 limits assumed): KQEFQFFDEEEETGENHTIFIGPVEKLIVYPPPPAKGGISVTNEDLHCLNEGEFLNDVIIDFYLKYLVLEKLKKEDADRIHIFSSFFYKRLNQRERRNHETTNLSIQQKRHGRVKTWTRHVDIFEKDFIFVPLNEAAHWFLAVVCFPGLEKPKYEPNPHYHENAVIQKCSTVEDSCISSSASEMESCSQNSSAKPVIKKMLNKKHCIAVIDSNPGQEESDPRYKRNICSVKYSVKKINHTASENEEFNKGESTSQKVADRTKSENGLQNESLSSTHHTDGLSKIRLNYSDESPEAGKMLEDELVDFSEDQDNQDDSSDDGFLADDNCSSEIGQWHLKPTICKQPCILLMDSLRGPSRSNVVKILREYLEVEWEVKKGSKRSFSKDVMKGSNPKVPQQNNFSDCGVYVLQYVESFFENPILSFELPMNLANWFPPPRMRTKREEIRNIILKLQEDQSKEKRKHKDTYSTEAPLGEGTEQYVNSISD
# SENP8 block-2 – blocks the human protease SENP8; Q96LD8; purified SENP8, Z-RLRGG-aminoluciferin cleavage, luminescence; inhibition, % at 10 µM; 330,000 tested, 1.2% active; AID 2540; in the data active = inhibition above about 50%
# SENP7 block – SENP7 protease inhibition; Q9BQF6; recombinant SENP7, Z-RLRGG-aminoluciferin luminescence, 40 min; inhibition, % at 5 µM; 330,000 tested, 1.5% active;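 active = inhibition above about 50% at the single test dose, limit read from the data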;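 also: plate controls were DMSO with enzyme for no effect and no enzyme buffer wells for full effect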
# Numbers without * were called inactive; / = not tested or not shown. Outcome played no part in choosing rows; 3.6% or so of the library scored in one or more.
# Fields – HKDC1 inhibitor, SENP8 block-2, SENP8 block-1, Apaf-1 inh, SENP1 FRET inh, SENP6 inh, PfG6PD inh, SENP7 block
- Cc1ccc(S(=O)(=O)N(CC(=O)NCc2ccccn2)c2ccc(Cl)cc2)cc1
 : -2.2, -3.0, 1.9, 20.9, 2.2, -1.6, 0.8, 4.7
- CC(C)c1ccccc1OCC(=O)NN1C(=O)c2ccccc2C1=O
 : -8.2, -5.4, 8.2, -0.1, 2.8, -9.0, -10.6, -4.7
- O=C(CSc1nnc(CNC(=O)c2ccccc2)o1)c1ccccc1
 : -5.9, 2.6, 2.6, -2.9, 2.5, -7.5, -10.7, -5.4
- Fc1ccccc1NC(=S)N(CCN1CCCCCC1)Cc1cccs1
 : -3.6, 5.7, 6.0, -3.4, 4.0, 0.2, 10.6, 3.5
- CC(Oc1cccc(Cl)c1)C(=O)Nc1ccc(S(=O)(=O)Nc2ncccn2)cc1 (stereo not drawn)
 : -0.3, 8.1, 6.5, -2.5, -4.3, 1.8, -6.5, 2.4
- O=C(COc1ccc(S(=O)(=O)N2CCOCC2)cc1)Nc1ccccc1F
 : -0.3, 3.3, 20.5, 5.9, 1.5, -8.8, -30.2, 1.4
- Cc1ccc(C2=NC(C(F)(F)F)(C(F)(F)F)c3c(n(-c4ccc(F)cc4)c(=O)[nH]c3=O)N2)cc1
 : -7.5, 7.3, -84.6, 2.6, 0.2, -0.7, -3.2, 5.2
- COc1c2ccoc2c(OC[C@@H](O)C(C)(C)O)c2oc(=O)ccc12
 : -2.5, -17.3, -36.9, -2.6, -20.2, -6.3, 9.4, 11.3
- O=C(NCC(c1ccco1)N1CCc2ccccc21)c1ccc([N+](=O)[O-])cc1 (stereo not drawn)
 : 1.1, -7.0, 7.9, 11.8, 2.0, -11.8, 23.0, -6.4
- O=C(COC(=O)c1cc(Br)ccc1O)Nc1cc(S(=O)(=O)N2CCCC2)ccc1Cl
 : -3.2, /, -50.8, /, -0.5, /, -10.1, /
- O=C(N/N=C/c1ccc2ncccc2c1)c1cccc([N+](=O)[O-])c1
 : 0.2, -9.5, 5.1, 7.1, -1.4, 8.9, 10.6, 4.4
- NNC(=O)c1cncn1-c1ccc(F)cc1
 : -9.1, 0.7, 2.9, -1.7, 1.0, -6.7, -6.1, -1.7
- CCOc1ccc(/C=C/C(=O)NCCc2ccc(OC)c(OC)c2)cc1
 : 2.2, 0.6, 7.0, -1.5, 2.3, -13.2, 5.5, -0.9
- COc1ccccc1N1CCN(C(=O)COc2cc(C)cc(C)c2)CC1
 : 0.1, -6.2, 4.3, 15.1, 1.6, -9.6, -15.4, -4.3
- CCCC(=O)OCC(=O)NC1CCCc2ccccc21 (stereo not drawn)
 : -4.4, -6.4, 23.7, -9.7, 0.2, -9.2, -3.7, 0.0
- CC1CCc2[nH]c3ccc(C(=O)N(C)CC(=O)Nc4ccccc4Br)cc3c2C1 (stereo not drawn)
 : 10.7, 2.5, 5.2, 25.2, -9.0, -6.1, 89.9*, 3.0
- CC1=C(C(=O)OCC2CCCO2)C(c2ccccc2)C2=C(CC(C)(C)CC2=O)N1 (stereo not drawn)
 : -4.4, 0.3, -374.1, 5.0, -94.5, 5.0, -5.7, -6.9
- Cc1ccccc1NC(=O)COc1ccccc1C
 : -3.9, -13.8, 10.5, 5.4, 3.4, 8.3, -12.2, -2.4
- O=C(C1=NNCC1c1ccc(Cl)cc1)C1CO1 (stereo not drawn)
 : 0.5, /, 14.6, /, -0.2, /, -6.0, /
- CCC(=O)N1CCc2cc(S(=O)(=O)CCC(=O)Nc3ccc(OC)cc3)ccc21
 : -12.3, -10.6, 22.2, -12.5, 3.1, -5.7, -10.5, 19.1
- CCc1nnc(NC(=O)CSc2nnc(-c3ccncc3)n2Cc2ccccc2)s1
 : /, -3.0, /, -2.4, /, -4.3, /, 6.6
- C=CCOc1nc2c(c(=O)n(C)c(=O)n2C)n1Cc1ccc(Cl)cc1
 : 12.0, -7.1, 5.8, 1.3, -0.1, 3.4, 1.9, -10.3
- COc1ccc(/C(C)=N/OC/C(O)=C(\C#N)c2nc3ccccc3[nH]2)cc1OC
 : -6.8, 3.3, -23.0, -1.4, -19.4, 9.6, -1.0, 9.4
- Clc1nnc(Cl)c2c1ncn2Cc1ccccc1
 : -2.4, -5.4, 14.4, 2.2, 2.4, -17.2, 9.7, -10.6
- CCc1ccc(NC(=O)CC2C(=O)N(c3cccc(C)c3)C(=O)N2C2CC2)cc1 (stereo not drawn)
 : 0.0, -1.0, -3.7, 6.6, 1.7, 5.3, 4.6, 1.5
- CCc1ccc(CNc2ccc(O)cc2)cc1
 : 23.7, 76.9*, 70.2*, 95.9*, 3.5, 81.3*, 84.9*, 23.6
- O=C(CCC(=O)N1CCSc2ccccc21)NCc1ccccc1
 : -8.1, -1.4, 3.8, 6.2, 0.6, 4.8, 10.0, 0.8
- CC(C)N(C(=O)Cn1cc(SCC(=O)NCC2CCCO2)c2ccccc21)C(C)C (stereo not drawn)
 : -8.4, -2.4, 5.0, -8.4, -2.2, 8.7, -7.3, 14.7
- CCN(CC)c1ccc(N=Cc2ccccc2[N+](=O)[O-])cc1
 : 2.3, -7.0, 66.4*, 62.0*, 11.9, 28.4, 56.2, 7.1
- CCC(C)C(=O)Nc1nnc(SCC(=O)Nc2ccc(F)cc2)s1 (stereo not drawn)
 : -5.9, -0.7, -2.2, 8.6, 4.2, -1.1, -6.0, 14.4

# By substructure, the compounds so far containing an aryl thioether with sulfur outside any ring.
# Fields – HKDC1 inhibitor, SENP8 block-2, SENP8 block-1, Apaf-1 inh, SENP1 FRET inh, SENP6 inh, PfG6PD inh, SENP7 block
- O=C(CSc1nnc(CNC(=O)c2ccccc2)o1)c1ccccc1
 : -5.9, 2.6, 2.6, -2.9, 2.5, -7.5, -10.7, -5.4
- CCc1nnc(NC(=O)CSc2nnc(-c3ccncc3)n2Cc2ccccc2)s1
 : /, -3.0, /, -2.4, /, -4.3, /, 6.6
- CC(C)N(C(=O)Cn1cc(SCC(=O)NCC2CCCO2)c2ccccc21)C(C)C (stereo not drawn)
 : -8.4, -2.4, 5.0, -8.4, -2.2, 8.7, -7.3, 14.7
- CCC(C)C(=O)Nc1nnc(SCC(=O)Nc2ccc(F)cc2)s1 (stereo not drawn)
 : -5.9, -0.7, -2.2, 8.6, 4.2, -1.1, -6.0, 14.4

# Back to the main list with the 2 entries that preceded the break.
# Fields – HKDC1 inhibitor, SENP8 block-2, SENP8 block-1, Apaf-1 inh, SENP1 FRET inh, SENP6 inh, PfG6PD inh, SENP7 block
- CCN(CC)c1ccc(N=Cc2ccccc2[N+](=O)[O-])cc1
 : 2.3, -7.0, 66.4*, 62.0*, 11.9, 28.4, 56.2, 7.1
- CCC(C)C(=O)Nc1nnc(SCC(=O)Nc2ccc(F)cc2)s1 (stereo not drawn)
 : -5.9, -0.7, -2.2, 8.6, 4.2, -1.1, -6.0, 14.4
- O=C(CSc1nnnn1-c1ccc(O)cc1)N1N=C(c2ccc3ccccc3c2)CC1c1ccccc1 (stereo not drawn)
 : /, 0.5, /, -15.7, /, 1.4, /, 2.1
- CCOc1cc(/C=N\NC(=O)CC(=O)NCCc2ccccc2)ccc1O
 : -6.8, -0.8, -30.2, 15.4, 2.5, 7.7, 9.5, 6.6
- COc1cnn(-c2ccc(C)cc2)c(=O)c1Cl
 : 0.3, -9.4, 0.0, -2.9, -1.7, -22.1, -22.1, -7.1
- CCC1(C)Cc2c(sc3nc(NC)n(C)c(=O)c23)CO1 (stereo not drawn)
 : 6.2, 3.7, -419.6, -2.6, 1.1, -17.1, 7.9, -3.3
- COc1ccc2[nH]c(=O)c(CN(C(=O)c3ccco3)C(C)C)cc2c1
 : -2.6, -2.7, -287.4, -5.3, 2.1, -1.1, -16.4, 3.4
- Cc1cc2c3c(c1C)C(=O)C(=O)N3C(C)(C)CC2C (stereo not drawn)
 : 1.6, 4.7, 6.8, 9.2, 0.9, -5.0, -12.2, 7.7
- COc1ccc(Br)c(-c2nc(CS(=O)(=O)c3ccc(F)cc3)no2)c1
 : -1.7, -2.9, 23.7, 1.3, 0.9, -15.6, 0.4, 2.8
- N#CC1=C(N)Oc2n[nH]c(-c3ccc(F)cc3)c2C1c1cccnc1 (stereo not drawn)
 : 5.3, -9.0, 31.4, 9.6, 4.8, -20.7, 12.1, -4.2
- Cc1cc2[nH]c(=O)c(=O)[nH]c2cc1S(=O)(=O)N1CCN(c2cccc(C)c2C)CC1
 : -0.1, -4.1, -130.8, 11.6, 0.0, -15.6, -1.4, -8.2
- CCCCCn1c(N)c(-c2nc3ccccc3s2)c2c([N+](=O)[O-])nn(CC)c(=O)c21
 : 7.4, -3.9, 19.5, -17.9, 0.6, 9.0, 7.8, 7.8
- CC(=O)Nc1c2c(nn1-c1ccc(F)cc1)CSC2
 : -9.3, 5.9, 12.1, -3.1, 0.5, 7.3, -1.9, 3.8
- N#Cc1ccc(C(=O)Nc2cccc3ccccc23)c(F)c1
 : -3.8, 9.1, 20.7, 6.5, 0.7, -18.6, 6.3, 7.9
- Cc1csc(Nc2cccc3ccccc23)n1
 : -1.6, 2.0, -253.2, -2.4, 1.4, 12.7, 13.5, 8.1
- Cc1ccccc1C(=O)N1N=C(c2ccc(NS(C)(=O)=O)cc2)CC1c1cccs1 (stereo not drawn)
 : -0.6, -1.2, -0.3, 12.0, -0.1, 1.2, -22.4, 2.3
- Cc1cccc(C)c1Nc1nnc(SCC(=O)Nc2ncc(C(F)(F)F)cc2Cl)s1
 : 0.2, 1.4, -3.5, 3.8, -4.3, -4.2, 4.4, 3.2
- CCOC(=O)c1c(N)n[nH]c1-c1ccc(OC)cc1
 : 6.7, 5.6, -9.6, -14.5, -1.3, 1.9, -9.5, 1.5
- OCC(O)C(O)CC1SCCS1 (stereo not drawn)
 : -1.1, /, 9.2, /, 0.3, /, -9.8, /
- C=CCNC(=S)NCC1COc2ccccc2O1 (stereo not drawn)
 : 8.8, -9.0, 26.7, -7.7, 1.0, -24.6, -5.2, -3.4
- CCOC(=O)c1cnc(-c2ccccc2)nc1N(C)C
 : -7.0, 4.6, 9.6, 1.2, -1.1, 18.5, -7.3, 3.1
- Clc1cnc(N/N=C/c2ccncc2)c(Cl)c1
 : -5.8, 3.6, 8.2, 3.3, 0.5, -12.4, 1.6, 3.9
- Oc1cccc(N2Cc3ccccc3C2)c1
 : -1.5, -8.0, 10.3, 2.8, 7.2, 16.7, 24.5, 3.7
- CC(=O)c1cccc(NC(=S)NC2CC2)c1
 : -8.8, -4.5, 10.6, 9.2, 0.3, -2.1, 4.1, 4.8

# An excerpt from above in order of their number in SENP6 inh, falling:
canonical_smiles | SENP6 inh
Cc1csc(Nc2cccc3ccccc23)n1 | 12.7
CCCCCn1c(N)c(-c2nc3ccccc3s2)c2c([N+](=O)[O-])nn(CC)c(=O)c21 | 9.0
COc1ccc2[nH]c(=O)c(CN(C(=O)c3ccco3)C(C)C)cc2c1 | -1.1
